From PubChem
hgDAF12 agonist: hgDAF-12 agonism, primary luciferase screen; HEK293 GAL4-hgDAF12 UAS-luciferase reporter, agonist luminescence; normalized to butyrate control; activation, % at 6.8 µM; hit rate 1.8% among 370,000; AID 687014;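 active means activation above a cutoff set at the mean of all screened compounds plus 3 SD, cut at about 10% in these data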;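 further: 0% = DMSO wells and 100% = sodium butyrate wells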
ssDAF12 agonist: activates DAF-12 receptor from parasite S. stercoralis | HEK293 ssDAF-12/GRIP1 lit1-tk-luc reporter, luminescence; % of 3 µM dafachronic acid response | hit rate 1% among 370,000 | activation, % at 6.8 µM | AID 652126;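 active means activation above the mean over all tested compounds plus 3 SD, cut at about 0.9% in these data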;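 further: 0% = DMSO-only wells and 100% = 3 µM delta7-dafachronic acid wells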
hcDAF12 agonist: activators of H. contortus DAF-12 nuclear receptor | AID 652067 | HEK293 hcDAF-12 lit1-tk-luc reporter, luminescence; 0% DMSO, 100% Δ7-dafachronic acid | hit rate 1.4% among 370,000 | activation, % at 6.8 µM;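 active means activation above the mean of all tested compounds plus 3 SD, cut at about 5.5% in these data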;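 further: 100% = response to 3 µM Δ7-dafachronic acid high control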
sPLA2-III inh: Inhibits HGIII-sPLA2 liposome hydrolysis, primary screen. hit rate 0.56% among 370,000. QFRET BODIPY PC-A2 liposome hydrolysis, fluorescence. AID 743126. inhibition, % at 12.2 µM. Q9NZ20;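 active means inhibition above mean plus 3 SD of compounds lying within the high and low control bounds, cut at about 19% in these data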;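 further: 0% = median of test compound wells and 100% = no enzyme DMSO wells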
PLC-gamma1 inh: blocks human PLC-gamma1 enzyme activity. inhibition, % at 12.2 µM. hit rate 0.84% among 370,000. purified PLC-gamma1, fluorogenic substrate, fluorescence; in the data active means inhibition above about 9.5%
DAX1 inh-1: inhibits human nuclear receptor DAX1 | P51843 | HEK293 Gal4-DAX1 luciferase reporter, luminescence | inhibition, % at 6.75 µM | hit rate 0.99% among 340,000 | AID 504766;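 active means inhibition above the mean over all tested compounds plus 3 SD, cut at about 4.2% in these data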;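 further: 0% = DAX1-transfected cells with DMSO and 100% = empty-vector control cells with DMSO; inhibition shows as a rise in luminescence from relieved DAX1 repression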
ADAM10 inh: inhibits human ADAM10. recombinant ADAM10, EDANS/DABCYL FRET peptide cleavage, 3 h. hit rate 0.62% among 370,000. O14672. inhibition, % at 7 µM;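 active means inhibition above a per-campaign cutoff equal to the mean of compounds falling between control-based bounds plus 3 SD, cut at about 20% in these data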;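 further: 0% = DMSO wells while the 100% control is not disclosed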
DAX1 inh-2: DAX1 (NR0B1) inhibition, primary screen | HEK293T StAR-luciferase reporter, SF-1/DAX-1 repression relief | inhibition, % at 6.8 µM | hit rate 1.1% among 370,000 | AID 652010;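 active means inhibition above the mean over all tested compounds plus 3 SD, cut at about 3.6% in these data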;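 further: 0% = DAX-1 cells with DMSO and 100% = cells lacking DAX-1 with DMSO; higher inhibition means more luminescence from relief of DAX-1 repression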
PLC-beta3 inh: blocks human PLC-beta3 enzyme activity; Q01970; Purified PLC-beta3, fluorogenic substrate, fluorescence; inhibition, % at 12.2 µM; hit rate 0.18% among 370,000; in the data active means inhibition above about 11%;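 further: 0% = median of compound wells on plate and 100% = full blocker control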
Target sequence (Q01970 whole entry, looked up): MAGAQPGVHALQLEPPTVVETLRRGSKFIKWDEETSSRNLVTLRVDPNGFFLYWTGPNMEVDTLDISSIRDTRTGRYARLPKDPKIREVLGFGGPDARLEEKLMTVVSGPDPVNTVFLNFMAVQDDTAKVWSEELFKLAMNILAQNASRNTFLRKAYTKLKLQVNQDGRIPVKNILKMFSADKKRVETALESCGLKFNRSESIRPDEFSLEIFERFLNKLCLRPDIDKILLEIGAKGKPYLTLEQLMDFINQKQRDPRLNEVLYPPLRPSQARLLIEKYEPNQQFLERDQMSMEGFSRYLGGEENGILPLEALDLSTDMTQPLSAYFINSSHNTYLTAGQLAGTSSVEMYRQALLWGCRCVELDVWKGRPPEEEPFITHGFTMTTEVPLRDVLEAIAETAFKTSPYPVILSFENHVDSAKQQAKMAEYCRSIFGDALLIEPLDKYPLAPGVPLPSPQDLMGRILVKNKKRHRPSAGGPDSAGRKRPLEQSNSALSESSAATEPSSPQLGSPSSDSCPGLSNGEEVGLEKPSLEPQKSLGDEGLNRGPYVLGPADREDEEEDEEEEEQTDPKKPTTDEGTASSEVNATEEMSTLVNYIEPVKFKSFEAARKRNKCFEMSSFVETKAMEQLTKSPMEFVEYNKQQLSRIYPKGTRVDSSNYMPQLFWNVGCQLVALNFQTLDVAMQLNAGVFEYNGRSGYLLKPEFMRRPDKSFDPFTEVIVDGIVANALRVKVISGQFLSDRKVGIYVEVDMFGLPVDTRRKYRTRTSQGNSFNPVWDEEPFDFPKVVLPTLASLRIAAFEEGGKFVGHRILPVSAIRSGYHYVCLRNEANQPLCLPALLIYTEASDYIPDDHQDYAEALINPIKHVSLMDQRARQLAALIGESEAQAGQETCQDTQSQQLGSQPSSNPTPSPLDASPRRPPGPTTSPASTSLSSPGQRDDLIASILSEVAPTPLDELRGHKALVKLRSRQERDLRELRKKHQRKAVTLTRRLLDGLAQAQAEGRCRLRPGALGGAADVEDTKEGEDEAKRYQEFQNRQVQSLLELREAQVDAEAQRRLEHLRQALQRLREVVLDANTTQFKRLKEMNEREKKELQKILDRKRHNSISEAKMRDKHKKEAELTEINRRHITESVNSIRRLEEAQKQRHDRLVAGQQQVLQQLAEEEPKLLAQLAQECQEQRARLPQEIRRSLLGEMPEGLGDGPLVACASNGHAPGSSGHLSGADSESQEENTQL
GAA850 FXN act: increases GAA850 frataxin promoter reporter activity | HEK293 lucGAA850 FXN promoter luciferase reporter, 24 h; percent of 10 µM SAHA response | hit rate 0.56% among 360,000 | activation, % at 6 µM | AID 540364;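 active means activation above the average of all compounds screened plus 3 SD, cutoff fixed separately per campaign, cut at about 7.5% in these data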;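 further: 0% = DMSO wells and 100% = 10 µM SAHA wells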
ADAM17 inh: inhibits human ADAM17; P78536; recombinant ADAM17, EDANS/DABCYL FRET peptide cleavage; inhibition, % at 6.95 µM; hit rate 0.83% among 370,000; AID 720648;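 active means inhibition above the mean of compounds lying between control limits plus 3 SD, set per campaign, cut at about 8.5% in these data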;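 further: 0% = DMSO-only wells as the low control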
Starred values were filed as active, the others as inactive; · = no result given.

SMILES	hgDAF12 agonist	ssDAF12 agonist	hcDAF12 agonist	sPLA2-III inh	PLC-gamma1 inh	DAX1 inh-1	ADAM10 inh	DAX1 inh-2	PLC-beta3 inh	GAA850 FXN act	ADAM17 inh
COc1ccc(Br)cc1CN(C)CC(=O)Nc1cc(Cl)cc(Cl)c1	3.3	-0.5	-3.0	12	0	-1.7	-6	-0.1	1	-0.6	-6
N#Cc1ccc(-c2ccccc2)nc1SCC(=O)c1cc2ccccc2oc1=O	1.9	-0.3	2.2	4	-122	0.6	-22	-0.3	-125	-0.8	-11
CCOc1ccc(NC(=S)N(CCOC)C(C)c2ccco2)cc1 (stereo not given)	-2.1	-1.3	-2.1	8	-1	2.6	-5	1.7	-8	0.1	-5
CCCCOc1ccc(C(=O)Nc2ccc(N3CCN(C(C)=O)CC3)cc2)cc1	0.3	-1.1	-0.3	12	-2	-0.7	-7	-1.0	2	0.3	-2
CCC(CC)c1nnc(NC(=O)c2cc([N+](=O)[O-])ccc2N2CCCCC2)s1	-0.2	-0.4	-1.3	3	-1	1.5	3	-0.3	-1	0.8	-4
COc1ccccc1-n1cnnc1SCC(=O)NCc1cccs1	-0.8	-1.5	-0.5	1	-2	0.6	-1	0.4	2	0.8	-7
COc1ccc(S(=O)(=O)N(C(=O)c2ccco2)c2cc3sc(=O)oc3c3ccccc23)cc1	-3.0	-1.0	0.7	16	-2	-0.8	10	-0.5	-1	0.3	3
COc1ccc(-c2nn(-c3ccccc3)cc2C(=O)N(C)CC(=O)Nc2ccc(N3CCOCC3)cc2)cc1	2.7	-1.0	-0.8	-2	0	1.2	-3	0.2	-4	0.2	-1
Cc1cc(C(=O)OCC(=O)Nc2cc(S(=O)(=O)N(C)C)ccc2C)c2ccccc2n1	-1.4	-1.6	-1.5	-8	-5	-1.2	-15	-0.6	-14	-0.8	-8
O=C1NC(=S)NC1=Cc1ccc2c(c1)CCC2	0.8	-1.2	-1.1	18	2	0.1	10	-0.1	-3	1.1	-1
O=C(NCCN1CCCCC1)c1ccco1	-1.8	-1.0	1.4	6	-3	1.1	-3	0.6	-1	0.2	-3
CSc1ccccc1NC(=O)C1CC(c2ccccc2O)=NO1 (stereo not given)	1.4	-1.4	1.7	-11	1	1.7	4	0.5	3	1.2	4
O=C(Nc1nc2ccccc2[nH]1)c1ccc(F)cc1	13*	1.2*	8.0*	-5	0	-2.1	0	5.3*	4	1.1	-6
COc1ccc(NC(=O)CN2CCN(S(=O)(=O)c3ccc(F)cc3)CC2)cc1Cl	1.2	-1.2	-1.6	-5	-1	-1.5	2	-1.9	1	-0.6	1
CCCc1sc(N2CCCC(C(N)=O)C2)nc1-c1ccccc1 (stereo not given)	-1.9	-1.4	-0.1	18	3	2.6	11	-0.3	0	0.1	0
COc1ccc(CCNC(=O)C2CC(c3ccc(C(F)(F)F)cc3)=NO2)cc1 (stereo not given)	-2.2	-1.2	-0.4	2	-1	0.4	-2	0.3	-2	1.7	-3
COc1cccc(/C(O)=C2/C(=O)C(=O)N(Cc3ccco3)C2c2ccncc2)c1 (stereo not given)	-0.5	-0.4	0.2	3	-1	0.4	4	-0.2	-5	1.6	-2
Cc1cccc(NC(=O)c2cc(-c3ccccn3)nc3ccccc23)c1C	-0.6	-2.0	-2.4	0	0	-1.2	-4	-1.8	-7	-3.7	-7
CCCCn1c(N)c(N(CC(C)C)C(=O)C2CCC2)c(=O)[nH]c1=O	0.2	-1.1	0.5	2	9	0.1	-8	1.5	-3	0.6	4
Cc1cccc(C(=O)N[C@H](C(=O)NCCc2ccc(Cl)cc2)C(C)C)c1	-1.0	-0.7	-0.3	-3	3	-0.8	4	0.1	-4	-0.9	2
COc1ccccc1CNC(=O)COC(=O)/C=C/c1ccc(OC(F)F)c(OC)c1	-1.0	-1.0	-0.3	3	-4	1.5	-14	-1.0	-7	4.2	-4
CN(C)S(=O)(=O)c1ccc(C(=O)OCn2nnc3ccccc3c2=O)cc1	0.9	-1.6	0.1	0	0	0.8	-6	-0.4	0	0.8	4
Cc1ccc(C)n1CCN1CCN(C(=O)CC#N)CC1	0.3	-1.4	0.0	-4	-13	0.0	-18	0.9	-31	0.7	-6
O=C(c1ccccc1)N1CCN(CC(O)COc2ccc(Br)cc2)CC1 (stereo not given)	0.7	-0.8	1.1	-9	0	-0.6	6	0.2	5	-0.4	0
Cc1ccc(S(=O)(=O)N(C)c2ccc(C(=O)NCc3ccccc3F)cc2)cc1	-0.8	-0.9	-1.0	0	-7	-0.6	-3	-0.6	-7	-0.8	3
CSc1ccc(/C=C(\NC(=O)c2ccc(C)cc2)C(=O)NN)cc1	-1.4	-1.8	-1.4	-4	-43	·	-6	-0.2	-49	0.8	-1
Cc1ccc[n+](CC(=O)Nc2nc3ccccc3s2)c1	-4.3	-0.6	1.6	5	1	2.6	-9	0.4	-1	-0.4	2
Cc1c(C(=O)OC2CCCC2)[nH]c2c1C(=O)CC(c1ccco1)C2 (stereo not given)	-1.0	-1.5	-2.7	-15	-4	-4.9	0	3.0	-7	-3.4	2
COc1cc(CC(=O)OCC(=O)Nc2cccc([N+](=O)[O-])c2)cc(OC)c1OC	-2.5	-1.4	1.5	-2	6	1.6	7	1.1	2	0.3	-2
Cn1c(Cc2cccs2)nnc1SCC(=O)Nc1ccc(F)cc1F	1.2	-1.3	0.1	6	-5	-0.4	-5	0.8	-8	0.2	-4
COc1ccc(OC)c(C(C(=O)NC2CCCCC2)N(C(=O)c2ccccn2)c2cccnc2)c1 (stereo not given)	2.1	-0.7	0.3	2	0	-0.1	1	0.5	-1	-0.3	2
Cc1ccc(C(=O)Cn2c(C)cc(C)c(C#N)c2=O)cc1	0.3	-0.8	-2.0	0	2	1.3	-3	-0.1	4	0.2	-2
CN(Cc1cnn(C)c1)C(=O)C1CCC(=O)N(Cc2ccc(Cl)cc2)C1 (stereo not given)	-0.5	-0.9	-0.2	0	-2	1.0	-2	0.6	-5	1.6	0
CN(C)c1ccc(/C=C(\NC(=O)c2ccccc2)C(=O)N/N=C/c2ccc(C(=O)O)cc2)cc1	-0.6	-0.5	-2.3	1	-32	-1.1	-2	-0.2	-55	0.1	-1
Cn1c(CO)cnc1S(=O)(=O)Cc1ccc([N+](=O)[O-])cc1	-2.1	-0.9	3.3	2	1	0.3	-7	-0.3	2	0.2	-3
CCCCOC(=O)c1ccc(NC(=S)NC(=O)c2c(Br)c(C)nn2C)cc1	-1.3	-1.8	-2.9	1	0	0.0	-9	-0.5	1	-3.1	2
C=CCNC(=O)COc1ccc(S(=O)(=O)NC2CCCCC2)cc1	-0.9	-0.6	-0.9	3	-1	0.6	-2	-0.4	-2	2.1	-6
C[C@H](CO)N1C[C@H](C)[C@@H](CN(C)C(=O)C2CCCCC2)OCc2cnnn2CCCC1=O	-1.6	-1.3	-1.5	2	1	0.9	-3	-0.5	4	1.3	3
Cc1ccc(CN2CC(=O)N3[C@H]4c5cc(Cl)ccc5OC[C@@H]4[C@H](c4ccccc4)[C@]3(C)C2=O)cc1	0.5	-0.7	-1.1	-12	2	0.9	15	0.1	1	0.6	9.4*
COc1ccc(NS(=O)(=O)c2cc(NC(=O)C3=NN(c4ccccc4)C(=O)CC3)ccc2OC)cc1	-1.3	-1.0	-1.2	-8	-2	-0.1	-7	-0.4	-6	0.2	-1

2 of the compounds above, with bars between the fields.
compound | hgDAF12 agonist | ssDAF12 agonist | hcDAF12 agonist | sPLA2-III inh | PLC-gamma1 inh | DAX1 inh-1 | ADAM10 inh | DAX1 inh-2 | PLC-beta3 inh | GAA850 FXN act | ADAM17 inh
Cc1ccc(C)n1CCN1CCN(C(=O)CC#N)CC1 | 0.3 | -1.4 | 0.0 | -4 | -13 | 0.0 | -18 | 0.9 | -31 | 0.7 | -6
O=C(c1ccccc1)N1CCN(CC(O)COc2ccc(Br)cc2)CC1 (stereo not given) | 0.7 | -0.8 | 1.1 | -9 | 0 | -0.6 | 6 | 0.2 | 5 | -0.4 | 0

(next part)
SMILES	hgDAF12 agonist	ssDAF12 agonist	hcDAF12 agonist	sPLA2-III inh	PLC-gamma1 inh	DAX1 inh-1	ADAM10 inh	DAX1 inh-2	PLC-beta3 inh	GAA850 FXN act	ADAM17 inh
CCOc1ccc(C(=O)Nc2ccc(NC(=O)c3ccccc3)c(C)c2)cc1[N+](=O)[O-]	1.6	-1.3	-0.1	-4	-2	0.5	-1	0.1	-4	1.9	-1
COc1cc(O)c(C(CC(=O)N2CCCC(C)C2)c2cc(OC)c(OC)c(OC)c2)c(OC)c1 (stereo not given)	0.4	-1.2	-0.4	0	1	0.2	1	-0.5	4	-1.2	0
COc1cc(OC)c(OC)cc1/C=N/NC(=S)NCC1CCCO1 (stereo not given)	-3.8	-1.2	-2.3	13	-33	-1.7	-204	-0.5	-49	-1.8	-74
CCc1cccc(NC(=O)CN(C)C2=NS(=O)(=O)c3ccccc32)c1	0.9	-1.0	-1.9	1	0	-0.3	1	-3.0	4	-0.9	0
Cc1ccc(F)c(S(=O)(=O)NC(=O)C2(C)CCN2C(=O)c2cccc3ccccc23)c1 (stereo not given)	0.1	-1.1	-0.8	2	2	·	-4	0.5	3	-0.7	1
CCn1c(SCC(=O)Nc2cc(NC(C)=O)ccc2OC)nnc1-c1cccnc1	-0.3	-1.0	-0.8	2	0	-0.9	2	-0.2	-2	-0.5	-5
Cc1ccc(-n2ncc3c(SCc4ccccc4)ncnc32)cc1	12*	-0.3	6.5*	3	-3	1.4	1	2.2	-1	4.6	2
Cc1ccc(-c2c(NCCc3ccccc3)c(=O)c2=O)cc1	-0.2	-0.9	-0.8	2	2	-0.9	-1	-0.3	-2	1.8	-2
O=[N+]([O-])c1ccc(N2CCN(C(=S)c3cccc([N+](=O)[O-])c3)CC2)cc1	0.9	-1.0	1.6	0	2	0.2	2	0.2	-5	0.1	0
O=C(Nc1ncn[nH]1)c1ccc([N+](=O)[O-])cc1[N+](=O)[O-]	0.0	-0.9	-2.5	11	4	-0.1	8	-0.1	4	2.3	2
CC(C)NC(=O)C1(C)CCN1Cc1ccc(-c2ccccc2)cc1 (stereo not given)	-1.2	-2.2	-2.1	-6	1	·	-6	-2.3	-2	0.1	-4
CC1(C(=O)NS(=O)(=O)c2ccccc2)CCN1C(=O)CC1CCCCC1 (stereo not given)	3.4	-0.4	-2.0	-1	1	·	-6	0.9	1	1.2	-2
CNc1nc(-c2ccccc2)nc(-c2ccccc2)c1C#N	-1.2	-0.9	-0.8	20*	3	-0.1	-20	0.2	0	-0.3	3
Nc1ccc(OCCCc2c(N)nc(N)nc2N)cc1	3.5	-0.8	-1.3	4	1	0.1	-6	-0.1	-5	1.0	0
Cc1ccc(/C=N/NC(=O)c2nnn(-c3nonc3N)c2CSc2ccccc2)s1	1.8	0.3	1.2	2	0	0.0	0	0.0	-8	2.9	1
Cc1ccc(NC(=O)c2cc(=O)[nH]c3ccc(S(=O)(=O)N4CCOCC4)cc23)cc1	1.4	-1.1	1.0	-10	-1	0.7	0	-0.2	-2	1.2	-2
CC[C@]12c3[nH]c4ccc(OC)cc4c3CCN1C(=O)C(CC(=O)NCCN1CCOCC1)C[C@@H]2C(=O)N1CCN(C(=O)C2CC2)CC1 (stereo not given in full)	-0.2	-1.5	-0.3	4	-3	0.0	-8	0.0	2	3.0	1
